Source: PubChem (several laboratories)
Hsp70 activator: Hsp70 transcriptional activators, primary screen, cell-based, HeLa, Hsp70 promoter luciferase, luminescence, 10 µM. HeLa Hsp70 promoter luciferase reporter; scaled: vehicle 0, proteasome-inhibitor control 100%. activation, % at 10 µM. 200,000 tested, 0.04% active. AID 1203, 2008;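 active means activation above the mean across all tested compounds plus 3 SD, cutoff set per campaign, cut at about 5.5% in these data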;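 further: 100% = MG132 at 30 µM as the positive control and 0% = DMSO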
APP 5'UTR act: activators of APP 5'UTR luciferase reporter, primary screen, SH-SY5Y cells; activation, % at 2 µM; SH-SY5Y APP 5'UTR luciferase reporter, luminescence; zero percent = DMSO vehicle wells; AID 1276, 2008; 190,000 tested, 1% active;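 active means activation above a set limit, based on mean plus 3 SD of controls, cut at about 140% in these data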; further: values of inactives mirror those of a sister screen read the other way
STAT3 activator: IL-6 driven STAT3 reporter potentiators, primary screen, U3A cells, luciferase, luminescence, MLSCN library; activation (% of control), % at 5.6 µM; IL-6 STAT3-luciferase reporter; 100% = signal with IL-6 EC80 alone; AID 871, 2007; 190,000 tested, 0.91% active;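 active means activation above the screen-wide mean of compound activation plus 3 SD, cut at about 130% in these data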;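 further: 0% = background luminescence of wells with medium and substrate only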
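Material: STAT1-lacking human U3A cells, STAT3 luciferase reporter | Benchmarks: IL-6-only wells as 100% reference | Probe or stimulus: IL-6 (33 ng/mL) | Timing: Compound 1 h, then IL-6 6 h at 37 °C | Detection: Luminescence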
STAT3 blocker: IL-6 driven STAT3 reporter inhibitors, primary screen, U3A cells, luciferase, luminescence, MLSCN library; IL-6 STAT3-luciferase reporter; host cell line lacks STAT1; inhibition, % at 5.5 µM; 190,000 tested, 0.89% active; AID 862, 2007;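 active means inhibition above the mean inhibition across all screened compounds plus 3 SD, cut at about 44% in these data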;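 further: 0% = DMSO only wells and 100% = 100 µM nifuroxazide control wells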
TLR4-MyD88 BLA: inhibitors of TLR4-MyD88 association in cells, primary screen, cell-based, HeLa CL3-4, BLA complementation, FRET ratio | Toll-like receptor 4 (Homo sapiens) + Myeloid differentiation primary response protein … | HeLa CL3-4 TLR4/MyD88 BLA complementation | inhibition, % at 8.4 µM | 200,000 tested, 0.18% active | AID 861, 2007; in the data active means inhibition above about 25%;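 further: 0% = vehicle and 100% = reference inhibitor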
Target sequence (O00206 whole entry, looked up): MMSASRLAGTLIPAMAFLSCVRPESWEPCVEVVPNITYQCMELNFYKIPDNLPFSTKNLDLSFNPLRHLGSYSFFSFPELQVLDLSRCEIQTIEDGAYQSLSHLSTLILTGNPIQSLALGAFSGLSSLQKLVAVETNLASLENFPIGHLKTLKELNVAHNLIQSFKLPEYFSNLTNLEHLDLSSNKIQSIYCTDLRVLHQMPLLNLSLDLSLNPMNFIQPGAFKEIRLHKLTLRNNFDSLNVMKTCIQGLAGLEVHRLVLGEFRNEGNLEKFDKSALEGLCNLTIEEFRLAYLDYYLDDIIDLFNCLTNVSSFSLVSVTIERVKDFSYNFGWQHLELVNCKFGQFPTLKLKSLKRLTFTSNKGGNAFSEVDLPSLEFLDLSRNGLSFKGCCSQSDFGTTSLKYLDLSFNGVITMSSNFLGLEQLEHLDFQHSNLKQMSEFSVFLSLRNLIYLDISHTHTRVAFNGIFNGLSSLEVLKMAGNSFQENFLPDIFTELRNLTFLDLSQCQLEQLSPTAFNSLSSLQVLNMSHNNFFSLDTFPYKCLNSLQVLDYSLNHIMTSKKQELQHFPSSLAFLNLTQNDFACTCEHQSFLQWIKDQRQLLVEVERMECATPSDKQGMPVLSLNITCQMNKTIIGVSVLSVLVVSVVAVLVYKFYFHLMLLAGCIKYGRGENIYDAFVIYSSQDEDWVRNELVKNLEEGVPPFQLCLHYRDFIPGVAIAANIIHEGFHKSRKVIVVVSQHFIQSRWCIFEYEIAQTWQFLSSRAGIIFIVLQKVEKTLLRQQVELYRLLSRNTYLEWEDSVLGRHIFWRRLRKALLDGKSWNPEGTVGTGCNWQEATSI
Target sequence (Q99836 whole entry, looked up): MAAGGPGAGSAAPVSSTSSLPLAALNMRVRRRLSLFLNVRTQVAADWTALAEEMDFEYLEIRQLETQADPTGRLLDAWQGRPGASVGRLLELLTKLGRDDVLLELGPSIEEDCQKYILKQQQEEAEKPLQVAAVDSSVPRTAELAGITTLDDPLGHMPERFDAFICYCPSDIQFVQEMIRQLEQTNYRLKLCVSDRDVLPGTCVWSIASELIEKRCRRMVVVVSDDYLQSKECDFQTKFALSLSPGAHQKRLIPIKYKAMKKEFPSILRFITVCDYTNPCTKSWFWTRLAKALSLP
Efa HMGR inh: inhibitors of E. faecalis class II HMGR, primary screen, biochemical, Enterococcus faecalis. HMG-CoA reductase (Enterococcus faecalis, mvaE). purified E. faecalis HMGR, NADPH absorbance 340 nm kinetic. inhibition, % at 10 µM. 190,000 tested, 0.41% active;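 active means inhibition above a set limit, the median over all tested compounds plus 3 SD, cut at about 9.5% in these data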;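 further: enzyme runs in reverse so mevalonate oxidation gives rising NADPH absorbance; 0% = complete reaction with DMSO and 100% = background rate lacking mevalonate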
Redox H2O2 prof: compounds producing H2O2 with reducing agent – biochemical, NIH compound library profiling, artefact control for MLSCN library redox annotation, primary screen; DTT-dependent redox cycling H2O2, phenol red/HRP absorbance; 100% = 100 µM peroxide control, 0% = buffer; activation, % at 10 µM; 200,000 tested, 0.03% active; AID 878, 2007;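 active means activation of at least 50% relative to the plate's high and low controls in the primary single-dose screen; inactive means activation below 50%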;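 further: compound incubated with DTT at 0.8 mM final as the reducing agent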
STAT1 activator: STAT1 signaling activators, primary screen, cell-based, HTS, luciferase reporter; NIH 3T3 STAT1-luciferase reporter, IFN-gamma, luminescence; 100% = IFN-gamma alone, no compound; 200,000 tested, 2.6% active; activation (% of control), % at 5.5 µM; AID 932, 2007;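 active means activation above the screen-wide mean activation plus 3 SD, cut at about 130% in these data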;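 further: raw ratio to IFN-gamma control signal so 100% means no change and 0% no light; values of inactives mirror those of a sister screen read the other way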
NF-kB expr up: activators of NF-kB expression in neurons, primary screen, cell-based, HTS | human neuronal cells, NF-kB reporter expression; hits give high values | 190,000 tested, 1.6% active | fold change at 12.5 µM | AID 1239, 2008; in the data active means fold change above about 3.3
STAT1 blocker: STAT1 signaling inhibitors, primary screen, cell-based, HTS, luciferase reporter | NIH 3T3 STAT1-luciferase reporter, IFN-gamma, luminescence | inhibition, % at 5.5 µM | 200,000 tested, 0.35% active | AID 920, 2007;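 active means inhibition above a set limit, the mean inhibition across all tested compounds plus 3 SD, cut at about 34% in these data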;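 further: 0% = IFN-gamma with DMSO and 100% = IFN-gamma with 300 µM nifuroxazide; values of inactives mirror those of a sister screen read the other way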
Active calls of the source: *; / = not tested or not shown.

No.	Molecule	Hsp70 activator	APP 5'UTR act	STAT3 activator	STAT3 blocker	TLR4-MyD88 BLA	Efa HMGR inh	Redox H2O2 prof	STAT1 activator	NF-kB expr up	STAT1 blocker
1	COc1ccc(CCn2c(N)c(C#N)c3nc4ccccc4nc32)cc1OC	-0.1	-7	94	10	0	-5	2.9	110	0.7	-11
2	CC(OC(=O)C1=Cc2ccccc2OC1)C(=O)NC(C)(C)C (configuration not stated)	-0.1	-17	91	13	11	-7	-0.5	96	0.96	3
3	Cc1ccc(/C(O)=C2/C(=O)C(=O)OC2c2ccc(Cl)cc2)cc1 (configuration not stated)	-0.1	-11	96	8	9	-3	1.6	104	1.7	-5
4	CSc1ccccc1-c1nnc(-c2ccc(Cl)cc2Cl)o1	-0.2	6	93	16	-2	4	-3.4	122	2.9	-25
5	COc1cc(/C=N\Nc2ccc([N+](=O)[O-])cc2)ccc1OCC(=O)Nc1ccc(C)c(C)c1	0.1	18	100	10	22	4	6.4	99	1.1	1
6	O=C(Nc1ccc(OC(=O)c2cccs2)cc1)c1ccco1	0.2	-13	83	23	3	-2	1.7	100	1.2	-1
7	Cc1ccc(NC(=O)CSc2n[nH]c(C)c2[N+](=O)[O-])cc1	-0.5	-11	98	2	7	-4	0.1	102	1.1	-2
8	COc1ccc(NC(=O)CSc2nc3c(c(=O)n2-c2ccccc2)SCC3)c(OC)c1	0.0	23	105	-1	-9	0	2.5	104	1.1	-6

No.	Molecule	Hsp70 activator	APP 5'UTR act	STAT3 activator	STAT3 blocker	TLR4-MyD88 BLA	Efa HMGR inh	Redox H2O2 prof	STAT1 activator	NF-kB expr up	STAT1 blocker
9	O=C(NCc1ccncc1)Nc1cccc(Cl)c1	-0.3	3	96	6	-16	-4	0.2	95	1.3	5
10	O=C(Nc1ccccc1)N(Cc1ccc2c(c1)OCO2)Cc1nc2ccccc2c(=O)[nH]1	-0.4	0	105	-6	-19	1	-6.6	99	0.5	2
11	NC(=O)CCCc1nc(-c2ccccc2Cl)no1	-0.2	10	104	-1	0	4	3.0	106	1	-7
12	Cc1cccc(NC2=NCC(=O)N2Cc2cccs2)c1	-0.1	-9	99	3	8	-4	-0.1	99	1	1
13	Cc1cc(C)c2c(N)c(S(=O)(=O)c3ccccc3)sc2n1	-0.1	17	79	30	-3	-1	3.6	94	1.1	6
14	O=C(c1ccc(S(=O)(=O)N2CCCCC2)cc1)N1CCN=C1SCc1cccnc1	-0.2	7	80	32	-6	1	-3.4	91	0.96	10
15	COc1ccc(CNC(=O)COC(=O)C2=COCCO2)cc1	-0.1	-5	110	-8	6	-1	1.4	96	0.99	4
16	C=CCOc1cccc(C2/C(=C(/O)c3ccccc3)C(=O)C(=O)N2CCN2CCOCC2)c1 (configuration not stated)	0.1	-6	97	7	-9	-1	0.0	106	1.3	-6

No.	Molecule	Hsp70 activator	APP 5'UTR act	STAT3 activator	STAT3 blocker	TLR4-MyD88 BLA	Efa HMGR inh	Redox H2O2 prof	STAT1 activator	NF-kB expr up	STAT1 blocker
17	CCOC(=O)C1CCN(CCC(=O)Nc2ccc(C)cc2)CC1	-0.2	13	101	1	7	-2	0.1	104	1.2	-6
18	Cc1c(NC(=O)C(C)c2ccc(CC(C)C)cc2)c(=O)n(-c2ccccc2)n1C (configuration not stated)	-0.6	-9	92	10	1	-6	0.3	97	1.1	4
19	O=C(NCCc1csc(-c2cccnc2)n1)c1ccc(Br)o1	-0.1	2	93	8	-2	-3	-0.4	99	0.64	-2
20	CCN(CC)S(=O)(=O)c1cc(C(=O)OC)ccc1Cl	0.5	15	111	-10	-8	0	1.3	104	1	-4
21	CCc1nc2n[nH]c(N)c2c2c1CCCC2	-0.4	-9	112	-11	-14	-2	0.4	97	0.99	3
22	N#CCCN(C(=O)COc1ccc(Cl)cc1Cl)c1ccccc1	-0.3	0	107	-12	6	0	-0.4	103	1.1	-1
23	Cc1ccc(C(=O)NN2C(=O)C3C4c5ccccc5C(c5ccccc54)C3C2=O)cc1 (configuration not stated)	-0.3	1	112	-14	9	-1	-0.4	106	0.97	-7
24	CNS(=O)(=O)c1ccc(NC(=S)Nc2ccc3c(c2)OCO3)cc1	-0.1	36	100	6	6	-1	-0.8	102	1.4	-4

No.	Molecule	Hsp70 activator	APP 5'UTR act	STAT3 activator	STAT3 blocker	TLR4-MyD88 BLA	Efa HMGR inh	Redox H2O2 prof	STAT1 activator	NF-kB expr up	STAT1 blocker
25	COc1ccc(CNC(=O)CSc2nnc3nc(C)cc(C)n23)cc1OC	-0.3	19	91	12	-20	-2	-2.8	99	1.9	1
26	CCOC(=O)N1CCC(NC(=O)CS(=O)(=O)Cc2nc(-c3ccc(C)cc3)oc2C)CC1	-0.4	-2	96	10	16	-12	-1.4	98	1.1	2
27	CCOC(=O)/C(C#N)=C\c1cc(OC)c(OC)cc1[N+](=O)[O-]	0.6	14	95	11	-17	0	0.2	92	1.2	7
28	CN1C(=O)/C(=C/c2ccccc2OCc2ccc(C(=O)O)cc2)NC1=S	-0.2	-6	106	-4	-6	-1	-1.2	105	1.1	-7
29	Cc1cccc(NC(=O)c2ccc(OCC(=O)NCc3ccccc3)cc2)c1C	1.6	-5	104	0	3	-5	-3.7	93	0.97	8
30	Cc1ccc2nc(Cn3cc(C(F)(F)F)ccc3=O)cc(=O)n2c1	0.2	-17	93	13	3	-6	-0.5	101	1.3	-1
31	COC(=O)c1ccc(NC(=O)c2ccc(OC(C)=O)c(OC)c2)cc1	0.4	63	102	9	-14	-1	1.0	123	2.2	-26
32	COC(=O)Nc1ccc(S(=O)(=O)N2CCC(C(=O)NC3CCCCC3)CC2)cc1	-0.3	2	91	14	4	-5	-2.5	101	1.1	-2

No.	Molecule	Hsp70 activator	APP 5'UTR act	STAT3 activator	STAT3 blocker	TLR4-MyD88 BLA	Efa HMGR inh	Redox H2O2 prof	STAT1 activator	NF-kB expr up	STAT1 blocker
33	N#CC1=C(N)C2=CCCC[C@H]2[C@H](c2cccc(F)c2)C1(C#N)C#N	-0.3	-2	98	2	-10	-3	-0.4	108	1.2	-9
34	O=[N+]([O-])c1cccc(/C=N/Nc2nnc(-c3ccccc3)c(-c3ccccc3)n2)c1	-0.3	-8	84	18	14	-4	1.2	93	0.98	8
35	Cc1nccn1CCCNC(=O)CC1C(=O)NCCN1Cc1ccc(Cl)c(F)c1 (configuration not stated)	-0.3	14	100	6	-16	-1	-0.3	109	1.3	-10
36	O=C(/C=C/c1c(Cl)cccc1Cl)NCc1ccccc1	0.2	-6	93	6	9	-1	0.2	96	0.99	6
37	COc1ccc(Nc2nc3c(C)cccn3c(=O)c2C=NCc2ccccc2)cc1	0.2	4	83	28	-11	-15	0.1	117	0.68	-21
38	CCO/C([O-])=N/c1c[n+](N2CCOCC2)no1	-0.1	-6	102	0	14	3	0.7	100	1.8	0
39	CN(c1ccccc1)S(=O)(=O)c1cccc(NC(=O)CSc2nncs2)c1	-0.4	0	87	16	-10	-1	-0.5	77	0.72	26
40	CN(CCC#N)C(=O)COc1ccc(Br)cc1Cl	-0.3	11	99	3	-5	2	-0.1	101	1	-3

No.	Molecule	Hsp70 activator	APP 5'UTR act	STAT3 activator	STAT3 blocker	TLR4-MyD88 BLA	Efa HMGR inh	Redox H2O2 prof	STAT1 activator	NF-kB expr up	STAT1 blocker
41	Cc1ccc(N2C(=O)C3C(C2=O)N2CCCN2C3c2ccccc2)cc1C (configuration not stated)	-0.1	3	95	12	9	-5	-0.4	96	/	4
42	C=CCN1C(=O)/C(=C/c2ccc(OC(C)=O)c(OCC)c2[N+](=O)[O-])SC1=S	-0.2	-11	66	42	-1	-6	-0.8	92	0.74	9
43	CCCC(=O)OCC(=O)Nc1ccccc1C#N	-0.2	32	100	2	1	-5	-10	96	0.53	4
44	CCOC(=O)c1c(N)sc(C(N)=O)c1C	-0.1	12	78	32	14	-2	-3.0	98	1.5	4
45	Cc1cccc(-n2nc(CC#N)c(C#N)c2N)c1	-0.3	11	110	-7	5	6	-0.5	102	0.99	-4
46	CN(CC(=O)N1CC=C(c2ccccc2)CC1)S(=O)(=O)c1cnc[nH]1	-0.1	3	94	11	8	-6	-0.1	92	1.1	9
47	Nc1nonc1-n1nnc(C(=O)N/N=C/c2ccc(Br)cc2)c1CSC1=NCCS1	-0.3	-14	102	-2	-3	-2	0.2	100	1.5	0
48	O=C(COC(=O)Cc1ccc(Br)cc1)NC12CC3CC(CC(C3)C1)C2	-0.6	2	107	-8	2	0	-0.1	103	0.89	-3

No.	Molecule	Hsp70 activator	APP 5'UTR act	STAT3 activator	STAT3 blocker	TLR4-MyD88 BLA	Efa HMGR inh	Redox H2O2 prof	STAT1 activator	NF-kB expr up	STAT1 blocker
49	COc1ccc(OCCC(=O)OCC(=O)Nc2cccc(Br)c2)cc1	-0.3	9	103	-2	0	-6	0.2	102	1.1	-3
50	CCNc1ccc(Br)cc(C(=O)/C=C/c2ccc3c(c2)OCO3)c1=O	0.2	-13	99	9	2	-1	-4.3	93	0.96	8
51	CS(=O)(=O)NCCCCCCNS(C)(=O)=O	0.0	18	102	6	10	1	-0.9	107	1	-7
52	CN=C1SC(CC(=O)Nc2ccccc2F)C(=O)N1C (configuration not stated)	-0.2	9	106	-9	5	1	0.0	113	0.93	-17
53	COc1ccc2cc(CCNC(=O)c3ccc4c(c3)OCO4)c(=O)[nH]c2c1	-0.4	14	110	-12	-7	-7	-3.0	98	0.96	3
54	CCCc1[nH]c(=O)c(C#N)c2c1COC(C)(C)C2	-0.4	-19	106	0	-5	-4	0.2	101	1.2	-1
55	COC(=O)C1=C(COc2ccc(C=O)cc2OC)NC(=O)NC1c1cc(C)ccc1C (configuration not stated)	-0.4	-2	94	5	12	-1	-0.4	95	1.1	8
56	COc1ccccc1CCC(=O)Nc1nc2ccccc2[nH]1	0.3	63	95	15	7	-8	1.9	105	1.4	-5
